# Bioassay records deposited in PubChem BioAssay by several laboratories.
# PvdQ acylase: P. aeruginosa PvdQ acylase inhibitors, primary screen, biochemical, fluorescence, plate reader and imaging, single point | purified PvdQ acylase | AID 488965, 2010 | 340,000 tested, 0.063% active | inhibition, % at 10 µM | PvdQ acylase [Pseudomonas aeruginosa LESB58]; in the data active = inhibition above about 30%, passing the limit was not always enough;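 also: 0% = vehicle neutral wells and 100% = reference inhibitor wells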
# Wnt act: Wnt/beta-catenin pathway activators, primary screen, cell-based, plate reader, single point; Wnt/beta-catenin reporter cell assay, activator; activation, % at 9.35 µM; 300,000 tested, 1.2% active; in the data active = activation above about 30%, passing the limit was not always enough;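 also: 0% = neutral control wells and 100% = positive control wells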
# E coli growth: E. coli V3065 growth inhibition, primary screen, counter-screen for AddAB inhibitor project, absorbance, OD600; 18 h; inhibition, % at 11.9 µM; 330,000 tested, 0.27% active; AID 449728, 2010;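 active = inhibition above the campaign's mean inhibition across all tested compounds plus 3 SD, cut at about 9.9% in these data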;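 also: uninfected addAB+ strain grown without phage in ampicillin broth; 0% = DMSO wells and 100% = ciprofloxacin 0.95 µg/ml wells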
# Rtt109 HAT inh: inhibitors of C. albicans Rtt109/Vps75 HAT, primary screen, biochemical, ThioGlo CoA-SH fluorescence, plate reader; purified Rtt109/Vps75, 4 h; AID 540336, 2011; 330,000 tested, 0.16% active; Histone acetyltransferase RTT109 (Candida albicans (strain SC5314 / ATCC MYA-2876)), …; inhibition, % at 34.9 µM;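 active = inhibition of at least 50% in every replicate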
# Target sequence (Q5AAJ8 whole entry, looked up): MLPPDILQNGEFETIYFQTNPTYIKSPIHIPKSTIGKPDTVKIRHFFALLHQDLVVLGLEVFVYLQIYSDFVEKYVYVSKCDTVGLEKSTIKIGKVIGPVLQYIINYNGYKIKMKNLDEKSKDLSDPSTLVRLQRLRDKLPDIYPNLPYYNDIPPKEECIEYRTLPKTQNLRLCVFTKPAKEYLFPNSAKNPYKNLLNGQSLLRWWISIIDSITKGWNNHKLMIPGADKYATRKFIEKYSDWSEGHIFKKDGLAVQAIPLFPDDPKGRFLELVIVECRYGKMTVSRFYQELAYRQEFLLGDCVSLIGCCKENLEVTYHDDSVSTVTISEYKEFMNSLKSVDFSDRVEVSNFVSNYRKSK
# CAL PDZ FP: CAL PDZ peptide-binding inhibitors, primary screen, biochemical, fluorescence polarization, Cer-tagged CAL PDZ, HTS; purified CAL PDZ, TMR-peptide fluorescence polarization, 1 h; inhibition, % at 20 µM; 330,000 tested, 0.02% active;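 active = highest replicate inhibition of at least 40%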;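 also: plate controls were DMSO neutral control wells for no effect and unlabeled competitor peptide control wells for full effect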
#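 Test system: tagged CAL PDZ domain / Buffer or medium: sodium phosphate/NaCl buffer pH 7.4 with TCEP, IgG, Thesit / Reagent: TMR-labelled reporter peptide T*-PRC34 bound in PDZ groove / Compound dosing: single point, 20 µM / Schedule: 1 h incubation at room temperature before polarization reading / Technique: fluorescence polarization (mP) / Benchmarks: unlabelled peptide, DMSO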
# Tat transport: E. coli Tat export inhibitors, primary screen, MC4100, TorA-mCherry reporter, fluorescence, single point. AID 488895, 2010. 340,000 tested, 0.036% active. inhibition, % at 10 µM;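 active = mean replicate inhibition at least 50% and at least half of replicates individually reaching 50%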;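 also: exported cargo escapes ClpAP degradation while cytoplasmic cargo is degraded and loses fluorescence; 0% = median of neutral control wells and 100% = median of NaSCN control wells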
# DAGLB inh: DAGLB lipase inhibitors, primary screen, biochemical, fluorescence, HTS. Diacylglycerol lipase-beta (Homo sapiens), Q8NCG7. HEK293T DAGLB membrane lysate, EnzChek fluorogenic substrate. inhibition, % at 5.17 µM. 340,000 tested, 0.059% active; in the data active = inhibition above about 34%;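 also: 0% = enzyme with vehicle and 100% = wells lacking enzyme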
# Target sequence (Q8NCG7 whole entry, looked up): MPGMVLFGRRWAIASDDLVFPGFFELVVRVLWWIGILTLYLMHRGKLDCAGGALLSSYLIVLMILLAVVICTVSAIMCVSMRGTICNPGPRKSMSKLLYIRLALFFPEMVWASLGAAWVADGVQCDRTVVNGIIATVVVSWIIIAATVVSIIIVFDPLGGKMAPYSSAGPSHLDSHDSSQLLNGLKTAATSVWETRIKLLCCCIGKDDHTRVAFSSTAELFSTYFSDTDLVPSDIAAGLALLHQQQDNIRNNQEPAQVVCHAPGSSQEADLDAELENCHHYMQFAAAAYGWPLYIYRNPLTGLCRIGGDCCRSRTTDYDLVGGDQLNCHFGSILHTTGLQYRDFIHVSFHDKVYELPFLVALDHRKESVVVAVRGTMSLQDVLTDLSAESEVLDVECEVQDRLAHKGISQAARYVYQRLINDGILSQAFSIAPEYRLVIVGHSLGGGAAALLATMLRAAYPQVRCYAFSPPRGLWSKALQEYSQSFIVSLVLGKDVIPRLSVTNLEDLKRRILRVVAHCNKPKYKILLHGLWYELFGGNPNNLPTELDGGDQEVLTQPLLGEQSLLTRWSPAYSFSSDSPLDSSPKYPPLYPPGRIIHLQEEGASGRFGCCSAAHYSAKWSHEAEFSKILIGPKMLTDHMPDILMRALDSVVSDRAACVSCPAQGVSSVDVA
# PfHsp90 yeast 2: growth inhibition of PfHsp90-expressing yeast, primary screen, antimalarial PfHsp90 inhibitor project, S. cerevisiae, BacTiter-Glo luminescence, single point, set 2. AID 504621, 2011. BacTiter-Glo ATP, 48 h; yeast lacking PDR1 and PDR3 efflux regulators. 310,000 tested, 0.32% active. inhibition, % at 9.4 µM;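 active = every replicate shows inhibition above about 80%, whatever the replicate mean, limit read from the data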;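 also: 0% = DMSO neutral controls and 100% = 20 µM radicicol positive controls; yeast relying on Plasmodium falciparum Hsp90 in place of its own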
# AddAB inh: growth inhibition of E. coli expressing H. pylori AddAB, primary screen, AddAB inhibitor project, absorbance. inhibition, % at 11.9 µM. 330,000 tested, 0.29% active. AID 435030, 2010; in the data active = inhibition above about 12%;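 also: 0% = vehicle wells of infected cells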
# phage Ecoli inh: growth loss of phage-infected E. coli, primary screen, RecBCD inhibitor project, absorbance, with phage, HTS; inhibition, % at 11.9 µM; 360,000 tested, 0.26% active; in the data active = inhibition above about 11%
# An asterisk follows results filed as active; . = no result given. Rows were taken by chance. About 1.9% of those tested had a hit in this group.
mol,PvdQ acylase,phage Ecoli inh,Rtt109 HAT inh,CAL PDZ FP,DAGLB inh,Wnt act,AddAB inh,PfHsp90 yeast 2,Tat transport,E coli growth
CC1(C)Cc2c(cnn2-c2ccc(F)cc2)C(NC(=O)CCN2CCCCC2=O)C1 (stereo unspecified),-3,3.7,5,-4.1,4,16,.,8,-1,.
CCOc1ccccc1C(=O)Nc1nnc(Cc2ccc(OC)c(OC)c2)s1,-10,2.4,1,-3.9,0,2,-2.2,-11,-13,0.0
CC(Sc1ccccn1)C(=O)Nc1ccc2c(c1)OCO2 (stereo unspecified),3,1.0,1,-2.5,0,15,0.6,10,-8,-1.2
ON1C2CCCCC2N(O)C1c1ccccc1C(F)(F)F (stereo unspecified),-14,-0.8,0,-0.2,1,.,2.2,4,5,0.2
NS(=O)(=O)c1cccnc1Nc1cccc(Cl)c1,-4,1.1,-13,-1.4,-3,.,1.6,-23,3,-0.8
CCCN1C(=O)/C(=N\OCC(=O)NCC(F)(F)F)c2ccccc21,-6,6.7,1,-0.4,4,.,0.7,2,-10,1.0
O=C(N/N=C/c1cccs1)c1ccc2nc[nH]c2c1,-7,4.3,-7,-1.1,0,1,-0.9,-6,-5,1.6
Cc1cc(NC(=O)c2ccccc2)n(-c2nc3ccccc3[nH]2)n1,7,1.7,-6,-0.5,-3,-5,-1.1,-1,-5,-0.4
CC(C(=O)Nc1ccccc1-c1ccccc1)N1CCN(S(=O)(=O)c2ccccc2)CC1 (stereo unspecified),-1,0.4,-18,-0.7,-6,-4,1.2,-17,10,-1.1
CC1CCCCC1NC(=O)CO/N=C/c1ccccc1OC(F)F (stereo unspecified),-13,3.1,-7,-2.5,-2,-6,-1.7,2,1,1.8
COc1cccc(C(=O)NC2CCCc3c2cnn3-c2ccc(C)c(C)c2)c1OC (stereo unspecified),-9,1.6,-7,-3.2,-2,-2,-0.8,-5,4,0.6
Cc1ccc(NC(=O)CN2C(=O)S/C(=C\c3ccc(C(=O)O)cc3)C2=O)cc1,-2,0.2,-8,1.0,0,0,2.6,31,-3,-1.0
CCCCn1c(N)c(N(CCOC)C(=O)c2cc(C)oc2C)c(=O)[nH]c1=O,-12,5.8,-10,-0.1,0,-4,-1.4,12,4,-1.9
Cc1ccc(C)c(NC(=O)c2ccc3c(c2)N(Cc2ccc(F)cc2)C(=O)CS3=O)c1 (stereo unspecified),-16,1.9,4,-1.6,-1,-3,2.6,-11,-4,-1.0
CCCCNC1c2ccccc2C(=O)N1Cc1ccccc1 (stereo unspecified),3,3.2,-2,-1.1,-2,-1,-0.1,-49,-2,0.5
CN(C)S(=O)(=O)c1cc(NC(=O)CSc2cccc[n+]2[O-])ccc1Cl,0,-2.0,5,-1.5,-3,-1,4.7,10,-2,3.2
Cc1nn(CC(=O)NC2CCC(C)CC2)c(C)c1[N+](=O)[O-] (stereo unspecified),8,-0.1,-4,0.0,0,4,-0.1,4,-3,0.9
CCOc1ccccc1NC(=O)c1cc(S(=O)(=O)N2CCC3(CC2)OCCO3)ccc1F,-10,4.0,-5,.,2,.,2.8,.,4,-0.1
O=C(CN1C(=O)c2ccccc2S1(=O)=O)c1ccc2c(c1)OCCCO2,0,2.3,-4,0.4,-1,-3,2.7,4,-7,1.5
O=C(Nc1ccc(F)cc1)C(c1ccccc1)N1CCN(C(=O)c2ccco2)CC1 (stereo unspecified),3,2.9,15,-0.1,-1,.,0.8,2,1,0.6
Cc1ccc(S(=O)(=O)N2CCN(C(=O)CN3C(=O)c4ccc([N+](=O)[O-])cc4C3=O)CC2)cc1C,2,2.4,5,-0.6,1,-1,0.6,-6,-5,-0.5
COC(=O)c1cc(C(=O)NC(C)C2CC3CCC2C3)cc([N+](=O)[O-])c1 (stereo unspecified),-23,1.4,1,-1.5,-3,-3,1.8,13,2,-2.1
CCCS(=O)(=O)N1CCCC(C(=O)Nc2ccc3c(c2)CCC3)C1 (stereo unspecified),-17,1.4,1,-0.2,-1,7,4.3,-12,7,1.2
Cn1nc(C(=O)NNC(=O)c2cccc(Cl)c2)c2ccccc2c1=O,-8,2.6,-5,-1.5,-2,12,0.2,8,1,-2.1
O=C(C1CCN(C2CC(=O)N(c3ccc(Cl)cc3)C2=O)CC1)N1CCOCC1 (stereo unspecified),-5,4.4,3,1.9,-1,.,3.6,10,-8,0.3
COc1ccccc1-c1cc(C(F)(F)F)nc(N2CCCC2)n1,0,4.6,-10,0.8,-9,-2,1.1,-22,7,-1.1
Cc1ccc(N(C(=O)Cc2cccs2)C(C(=O)NC2CCCC2)c2ccncc2)cc1 (stereo unspecified),7,3.7,14,-2.3,0,4,1.2,6,0,-1.1
COc1ccc(C2CC(c3ccc(C)cc3)=NN2C(=O)CCC(=O)O)cc1OC (stereo unspecified),-17,2.5,1,-1.0,1,0,2.7,-5,-6,-1.2
CCOC(=O)N1CCC(n2c(=S)[nH]c3cc(OCC)c(OCC)cc3c2=O)CC1,-17,2.4,4,-1.8,-3,.,-2.2,.,-2,-2.6
CN(C(=O)COC(=O)c1ccccc1Cc1ccccc1)C1CCS(=O)(=O)C1 (stereo unspecified),-22,-0.9,1,.,1,-1,-2.4,10,2,-0.7

# (list continues)
mol,PvdQ acylase,phage Ecoli inh,Rtt109 HAT inh,CAL PDZ FP,DAGLB inh,Wnt act,AddAB inh,PfHsp90 yeast 2,Tat transport,E coli growth
COc1ccc(C(=O)NCCCOC(=O)c2ccc(OC)cc2)cc1,-3,3.1,-4,-4.4,0,4,1.5,-4,8,1.9
CN(Nc1cccc(Cl)c1)c1cccc(Cl)c1,6,2.3,17,0.5,-7,-3,.,.,2,.
CCN1CCN(C(=O)Cn2cnc3sc(C)c(S(=O)(=O)N4CCN(c5ncccn5)CC4)c3c2=O)CC1,-10,4.0,-3,0.0,-1,-10,2.9,-13,3,0.0
C/C(NCCCn1ccnc1)=C(\C#N)C(N)=O,-6,0.4,-2,0.6,0,.,-2.0,-6,5,0.2
Cc1nnc(NC(=O)CSc2nc3ccccc3[nH]2)s1,1,2.5,-7,-1.2,-1,-1,4.4,7,7,-0.4
Cc1ccc(S(=O)(=O)Nc2ccc3c(c2)OCCO3)cc1C,-6,5.5,-3,.,-3,0,3.9,-13,-7,2.6
O=c1o[nH]c(-c2ccccc2)c1C1=NCCCCC1,-7,2.4,1,-1.3,0,.,0.2,-13,-2,-3.2
Cc1ccc(NC(=O)CSc2nnc(-c3ccco3)o2)cc1,-23,2.2,-5,-1.0,-6,1,2.5,.,-1,2.6
Cc1nnc(NC(=O)CSc2ccc(-c3cccnc3)nn2)s1,-10,4.1,-14,0.1,0,4,0.9,-26,-4,0.9
COc1ccc(COC(=O)CCc2c[nH]c3ccccc23)cc1F,-14,-0.6,-3,-0.5,-3,2,0.9,5,-1,2.3
Cc1cc(=O)n(C(C)Cc2ccccc2)n1C(C)Cc1ccccc1 (stereo unspecified),-29,2.5,3,-2.0,-4,-6,.,32,-8,.
CCN(CC)S(=O)(=O)c1cccc(-c2nnc(SCCCC(=O)c3ccc(F)cc3)o2)c1,-10,1.6,17,-0.2,-5,-5,-1.2,.,10,0.6
Cc1ccc(CCN2C(Nc3ccccc3)=NC[C@@H]2C)cc1,-22,2.7,3,0.0,2,0,0.3,1,8,2.6
Cc1cccc(OCC(=O)NC2CC(C)(C)NC(C)(C)C2)c1,-4,1.5,-3,-1.9,0,2,3.9,0,1,0.1
O=C(C1CCCN(S(=O)(=O)c2ccc(Cl)cc2)C1)N(Cc1cccs1)C1CC1 (stereo unspecified),-16,2.3,13,-1.6,-8,0,-1.2,8,14,-1.8
Cc1cccc(NC(=O)CN(C)CC(=O)NC(c2ccccc2)c2ccccc2)c1C,-12,2.6,-3,-0.8,-1,-1,3.0,1,-1,-1.0
CCc1nccn1CCC(=O)NC1CC(C)(C)Cc2c1cnn2-c1ccc(C)cc1 (stereo unspecified),-12,-0.1,1,0.3,1,0,3.5,-121,-2,-0.1
Cc1cc(NC(=O)C2CC(c3c(F)cccc3Cl)=NO2)n(-c2ccccc2)n1 (stereo unspecified),-12,3.4,8,-0.1,-4,0,4.2,18,-7,2.5
COc1ccc(C(=O)NC2CC3CCCC(C2)N3Cc2ccccc2)cc1 (stereo unspecified),0,1.2,1,-22,0,-1,0.5,-1,-12,3.4
CCN(C(=O)CN1CCN(c2ccccc2O)CC1)c1c(N)n(Cc2ccccc2)c(=O)[nH]c1=O,5,0.2,8,1.0,2,.,0.7,12,7,-2.8
O=C(NC1CCCC1)C(c1ccncc1)N(C(=O)c1csnn1)c1ccc(Cl)cc1 (stereo unspecified),-5,2.6,4,-1.9,-2,2,2.4,-66,1,-0.1
CSc1ccc(CN2CCc3c([nH]c4ccccc34)C2)cc1,-20,1.0,5,0.1,-7,2,3.6,3,-3,0.6

# No new results follow: entries from further up.
mol,PvdQ acylase,phage Ecoli inh,Rtt109 HAT inh,CAL PDZ FP,DAGLB inh,Wnt act,AddAB inh,PfHsp90 yeast 2,Tat transport,E coli growth
CN(Nc1cccc(Cl)c1)c1cccc(Cl)c1,6,2.3,17,0.5,-7,-3,.,.,2,.
CCN1CCN(C(=O)Cn2cnc3sc(C)c(S(=O)(=O)N4CCN(c5ncccn5)CC4)c3c2=O)CC1,-10,4.0,-3,0.0,-1,-10,2.9,-13,3,0.0
C/C(NCCCn1ccnc1)=C(\C#N)C(N)=O,-6,0.4,-2,0.6,0,.,-2.0,-6,5,0.2
Cc1nnc(NC(=O)CSc2nc3ccccc3[nH]2)s1,1,2.5,-7,-1.2,-1,-1,4.4,7,7,-0.4
Cc1ccc(S(=O)(=O)Nc2ccc3c(c2)OCCO3)cc1C,-6,5.5,-3,.,-3,0,3.9,-13,-7,2.6
O=c1o[nH]c(-c2ccccc2)c1C1=NCCCCC1,-7,2.4,1,-1.3,0,.,0.2,-13,-2,-3.2
Cc1ccc(NC(=O)CSc2nnc(-c3ccco3)o2)cc1,-23,2.2,-5,-1.0,-6,1,2.5,.,-1,2.6
Cc1nnc(NC(=O)CSc2ccc(-c3cccnc3)nn2)s1,-10,4.1,-14,0.1,0,4,0.9,-26,-4,0.9
COc1ccc(COC(=O)CCc2c[nH]c3ccccc23)cc1F,-14,-0.6,-3,-0.5,-3,2,0.9,5,-1,2.3
